Compound activity (PubChem)
SENP1 inh = inhibitors of human SENP1 SUMO protease catalytic domain; Q9P0U3; recombinant SENP1 catalytic domain, CyPet-SUMO1-YPet FRET cleavage; inhibition, % at 10 µM; 360,000 compounds, 0.21% hits;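 active = inhibition at least 30% at 10 µM, raw YFP signal under a set limit, fluorescence ratio 0.5 to 1.5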;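 note: 0% = enzyme with DMSO and 100% = no enzyme wells; some results filed as inactive read as strong as hits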
Target sequence (Q9P0U3 419-644 limits assumed): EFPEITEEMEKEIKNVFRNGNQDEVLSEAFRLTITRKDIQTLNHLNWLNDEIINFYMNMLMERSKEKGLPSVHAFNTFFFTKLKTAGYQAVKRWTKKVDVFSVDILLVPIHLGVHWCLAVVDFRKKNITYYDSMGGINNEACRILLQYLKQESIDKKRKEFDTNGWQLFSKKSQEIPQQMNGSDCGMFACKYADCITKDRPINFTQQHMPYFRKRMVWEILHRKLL
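Test system: human SENP1 catalytic domain; medium: Tris pH 8 buffer plus EDTA, NaCl, BME, BSA, NP40, catalase; incubation: 50 min reaction at room temperature; technique: FRET, CFP and YFP emission; controls: no-enzyme low control and enzyme-plus-DMSO high control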
SENP8 block = blocks human SENP8 cleavage of Nedd8 substrate. inhibition, % at 20 µM. 360,000 compounds, 0.64% hits. Q96LD8. recombinant SENP8, Nedd8 substrate fluorescence. AID 602440; in the data active = inhibition mostly above about 40%, no sharp cut-off; inactive = mostly below about 27%
Target sequence (Q96LD8 whole entry, looked up): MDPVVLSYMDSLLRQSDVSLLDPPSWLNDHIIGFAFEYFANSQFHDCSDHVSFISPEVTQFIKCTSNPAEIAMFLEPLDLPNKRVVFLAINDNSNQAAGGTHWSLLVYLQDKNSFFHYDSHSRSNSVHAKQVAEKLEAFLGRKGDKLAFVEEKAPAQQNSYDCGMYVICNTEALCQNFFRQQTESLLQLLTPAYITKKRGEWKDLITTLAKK
* hit, by the source's call. The list is partial. The share of hits here may be higher or lower than overall.

Compound | SENP1 inh | SENP8 block
O=C1NC[C@@H](CCCCN2C[C@H](Cc3ccccc3)N(CC3CCCCC3)C(=O)C2=O)N(CCc2ccc(O)cc2)C1=O | 4 | 11
O=C(NCc1ccc(F)cc1)c1cc(C2CCCCN2S(=O)(=O)Cc2ccccc2)on1 (configuration not stated) | 1 | 22
COCCNC(=O)C1(C)CCN(C(=O)c2ccc3sccc3c2)C1 (configuration not stated) | 0 | 11
COc1c(C)cc(C(O)c2ncc(-c3cccc(F)c3)[nH]2)cc1C (configuration not stated) | 1 | 7
CC(C)(C)NC(=O)C(c1ccc(C(F)(F)F)cc1)n1c(=O)c(-c2ccccc2)nc2ccccc21 (configuration not stated) | -2 | -445
CC1(C(=O)Nc2ccc3c(c2)OCO3)CCN1C(=O)CCc1cccs1 (configuration not stated) | -2 | 5
Cc1cc(C)c(S(=O)(=O)Oc2ccccc2[N+](=O)[O-])c(C)c1 | 1 | 4
COc1ccc(C(=O)NCC(c2ccco2)N2CCOCC2)cc1 (configuration not stated) | 3 | 8
CS(=O)(=O)N1CCCCC1c1cc(C(=O)NCc2ccccc2)no1 (configuration not stated) | 1 | 8
C=C[C@]1(C)C=C2C(=O)[C@@]3(O)OC(=O)[C@@]4(CCCC(C)(C)[C@H]34)[C@@]2(O)CC1 | -1 | 28
CN(C(=O)c1cccc(NC(=O)Cc2ccc(NC(=O)C3CCN(C(=O)c4ccccc4)CC3)cc2)c1)C1CCC1 | 2 | 9
CCOC(=O)Cn1ccc2cc(S(=O)(=O)N3CCCC3)ccc21 | 0 | 12
COc1cccc(C(C)(O)c2nc(-c3cccc(C#N)c3)cs2)c1 (configuration not stated) | 1 | 2
O=[N+]([O-])c1ccc(S(=O)(=O)N2CCN(c3ccccn3)CC2)cc1 | 3 | 16
CNc1ncnc2c1ncn2[C@H]1CN(Cc2ccc3c(c2)OCO3)C[C@@H](CO)O1 | 2 | 8
COC1C(=O)CCC2(CO2)C1(O)C1(C)OC1CC=C(C)C (configuration not stated) | -4 | 14

4 entries from above in a different format:
Molecule: COc1cccc(C(C)(O)c2nc(-c3cccc(C#N)c3)cs2)c1 (configuration not stated)
- SENP1 inh: 1
- SENP8 block: 2
Molecule: O=[N+]([O-])c1ccc(S(=O)(=O)N2CCN(c3ccccn3)CC2)cc1
- SENP1 inh: 3
- SENP8 block: 16
Molecule: CNc1ncnc2c1ncn2[C@H]1CN(Cc2ccc3c(c2)OCO3)C[C@@H](CO)O1
- SENP1 inh: 2
- SENP8 block: 8
Molecule: COC1C(=O)CCC2(CO2)C1(O)C1(C)OC1CC=C(C)C (configuration not stated)
- SENP1 inh: -4
- SENP8 block: 14

Remaining list, next part:
Compound | SENP1 inh | SENP8 block
Cc1cc(C)cc(NS(=O)(=O)CCCS(=O)(=O)Nc2cc(C)cc(C)c2)c1 | 0 | 4
COC(=O)[C@H]1C[C@@]2(O)CN(S(=O)(=O)c3ccc(C)cc3)C[C@@]2(OC(=O)NCc2ccco2)C[C@H]1C(=O)OC | 1 | -2
CN(CCN1CCOCC1)C(=O)c1cc(COc2ccc(F)cc2Cl)on1 | 0 | 1
O=C(Nc1cc(C(F)(F)F)ccc1N1CCCC1)C1CC(=O)N(Cc2ccccc2)C1 (configuration not stated) | 1 | 7
COc1ccc(-n2c(COc3ccc(Cl)cc3Cl)n[nH]c2=S)cc1 | 1 | 17
O=C(NCc1ccccc1)c1cc(C2CCCCN2S(=O)(=O)c2ccccc2)on1 (configuration not stated) | 1 | 12
C[C@H]1CN([C@@H](C)CO)C(=O)c2cc(C#CC3(O)CCCC3)cnc2O[C@H]1CN(C)C(=O)C1CC1 | 2 | -8
COc1ccc(-c2csc(Nc3cccc(C)n3)n2)cc1C | 3 | 17
C[C@H](NC(=O)C1CCN(C(=O)[C@@H]2CCCN2C(=O)OC(C)(C)C)CC1)C(=O)NCc1ccc(F)cc1 | 4 | 12
O=C(NCc1cccnc1)c1cc(C2CCCCN2C(=O)c2ccccc2)on1 (configuration not stated) | 0 | 15
CN(Cc1cc(Cl)cc(Cl)c1O)Cc1c(O)ccc2ccccc12 | -3 | -31
Cc1cccc(-c2cc(N)n(-c3ccccc3)n2)c1 | 3 | 29
Cc1ccc(Nc2nc(NCc3cccs3)nc3ccsc23)c(C)c1 | 2 | -72
CCCCn1c(OC(=S)N(CC)CC)cc(C)nc1=S | 0 | 4
CN1C(c2ccc(F)cc2)=CS/C1=C(/C#N)c1nnc2n1-c1ccccc1SC2 | 4 | 3
CCCCN1CC(COc2ccccc2)Oc2cccc(F)c2S1(=O)=O (configuration not stated) | 2 | -2
CCCS(=O)(=O)NC(=O)C1(C)CCCN(C(=O)c2cccnc2Oc2ccccc2)C1 (configuration not stated) | -3 | 16
CCc1nc2ccc(C(=O)NCCc3c[nH]c4ccccc34)cn2c1N(C)Cc1nccn1C | -1 | 5
CN1C[C@@H]2[C@@H]3C(=O)N(Cc4ccccc4)C(=O)[C@@H]3[C@](C)(C1=O)N2C(=O)c1ccc(C(F)(F)F)cc1 | 1 | 11
COCC(=O)Nc1nc2n(n1)C(c1ccc(OC)cc1)CC(c1ccc(OC)cc1)N2 (configuration not stated) | -1 | -46
Nc1ccn([C@@H]2O[C@H](C(=O)N3CCN(c4ccc(Cl)cn4)CC3)[C@@H](O)[C@H]2O)c(=O)n1 | 1 | -82
COc1ccc(C2(CNC(=O)c3cc(OC)c(OC)c(OC)c3)CCCC2)cc1OC | 2 | 9
O=C(NCc1ccco1)C1Cc2c(-c3cccc(F)c3)ccnc2O1 (configuration not stated) | 1 | 7
Cc1cc(NC(=O)NCc2ccco2)ccc1NC(=O)NCc1ccco1 | -4 | 9
CCn1cc(CN2CCC(C(=O)Nc3ccc(Oc4ccccc4F)cc3)CC2)cn1 | 1 | 18
COCCOC(=O)C1=C(C)NC(=S)NC1c1ccc(OCC(=O)N2CC(C)OC(C)C2)c(OC)c1 (configuration not stated) | -1 | 10
CCOC(=O)c1ccc(NC(=O)[C@@H]2CCC(=O)N2C2OC(=O)c3c2ccc(OC)c3OC)cc1 (some centres not stated) | -5 | 4
O=C(Cc1ccccc1)NN=C1CCCC1 | 0 | 11
COc1ccc(OC)c(S(=O)(=O)Nc2ccc3c(c2)OCCO3)c1 | 1 | 10
Nc1nc(N)c(N=O)c(Nc2cccc(Cl)c2)n1 | 0 | 15
CNc1ncnc2c1ncn2[C@H]1CN(Cc2cccnc2)C[C@@H](CO)O1 | 0 | 6
COc1cccc(-c2c(-c3ccccc3OC)ncn2Cc2cccc(-c3ccccc3)c2)c1 | -1 | -13
OC(CCCN1CCCCC1)(c1ccccc1)c1ccc(C(F)(F)F)cc1 (configuration not stated) | 0 | 11
Cc1[nH]c2ccccc2c1C(=O)C(=O)NCc1nnnn1-c1ccc(F)cc1 | 2 | 32
C#CCN(C[C@@H]1[C@@H](OC(=O)NC2CCCC2)[C@@H](OC(=O)NC2CCCC2)CN(C(=O)OC(C)C)N1C(=O)OC(C)C)S(=O)(=O)c1ccc(C)cc1 | 5 | -33
Cc1ccc(C(=O)COC(=O)C2CCC2)cc1 | 1 | -1
O=C(CN(C1CCCCC1)S(=O)(=O)c1ccc(F)cc1)NCC1CCCO1 (configuration not stated) | 0 | 46*
CC(C)c1ccc(NC2CCCN(C(=O)CN3CCCCC3=O)C2)cc1 (configuration not stated) | 0 | 10
Cc1ccccc1OC1(C)CCN(Cc2ccc3ccccc3c2)C1 (configuration not stated) | 1 | 11
Nc1nc(N)c2c(ccc3c2ccn3Cc2cccc([N+](=O)[O-])c2)n1 | -4 | -14
CCCCNC(=O)C1C(c2ccc(C(F)(F)F)cc2)=Nc2ccccc2N1C(=O)c1cccc2ccccc12 (configuration not stated) | 0 | -32
C[C@@H]1CCCCO[C@@H](CN(C)Cc2ccc(C(F)(F)F)cc2)[C@@H](C)CN([C@H](C)CO)C(=O)c2cc(N(C)C)ccc2O1 | 1 | -260
C[C@H]1CN([C@@H](C)CO)C(=O)CCCn2nncc2CO[C@@H]1CN(C)Cc1ccc(Cl)c(Cl)c1 | 0 | 3
CCN(C(=O)Nc1cccc2ccccc12)c1ccccc1 | 0 | -355
COc1cccc(NC(=O)N(C)C[C@@H]2OCc3cnnn3CCCC(=O)N([C@H](C)CO)C[C@@H]2C)c1 | 3 | 20
Cc1cc(S(=O)(=O)c2ccc(Cl)cc2)nc(S(=O)(=O)c2ccc(Cl)cc2)c1C#N | 3 | -395
COc1ccc(OC)c(S(=O)(=O)NC(=O)C2(C)CCN2C(=O)c2ccco2)c1 (configuration not stated) | -1 | 12
CCc1nc2c(OCCc3cccc(OC)c3)cccn2c1N(C)C(=O)c1ccc(C)cc1 | -3 | 14
CCN(CC)C(=O)C1=C(C)N(CCCN2CCCC2=O)C(=O)C(CC(=O)NCC2CCCCC2)C1 (configuration not stated) | 4 | 0
O=C(Nc1ccc(S(=O)(=O)N2CCOCC2)cc1)c1ccc(Cl)c([N+](=O)[O-])c1 | 3 | 14
COc1ccc([C@H]2N[C@]3(CCCN(Cc4cccn4C)C3=O)[C@H]3C(=O)N(C)C(=O)[C@@H]23)cc1 | -4 | 6
C[C@@H]1CN([C@H](C)CO)C(=O)c2cc(C#CC(C)(C)O)cnc2O[C@@H]1CN(C)C(=O)C1CC1 | 2 | -20
CSc1nnc2c3c4c(sc3nc(-n3nc(C)cc3C)n12)COC(C)(C)C4 | 1 | -11
CC(=O)Nc1ccc(-c2ccnc3c2CC(C(=O)NCCc2ccccc2)O3)cc1 (configuration not stated) | 0 | -9
Cc1cc(C)c(Nc2n[nH]c(=S)s2)cc1C | -1 | 14
Cc1ccc(NCCCn2cnc3c(OCc4ccccc4)ncnc32)cc1C | 2 | 9

Later entries:
Second line of a record – SENP1 inh | SENP8 block
Oc1c(CN2CCOCC2)cc(CN2CCOCC2)c(O)c1O
  13 | 52*
CCN(CC)CCNC(=O)c1ccc(NC(=O)c2ccc(-n3cncn3)c([N+](=O)[O-])c2)cc1
  2 | 14
CC1(C(=O)Nc2ccc3nc[nH]c3c2)CCN1C(=O)CCc1ccccc1 (configuration not stated)
  0 | 5
CC(C)c1cccc(C(C)C)c1NC(=O)c1ccc(-c2cc(Cl)ccc2Cl)o1
  1 | 8
Cc1ccc2nc(-c3ccccc3)c(Cc3ccsc3)n2c1
  1 | -386
Cc1c(C(=O)O)sc(S(=O)(=O)N2CCN(C(=O)Cc3ccc(Cl)cc3)CC2)c1C(=O)O
  2 | 1
Cc1ccc(S(=O)(=O)N2CCC(=O)N([C@H](COCc3ccccc3)Cc3ccccc3)CC2)cc1
  -3 | 15
Cc1ccccc1C(=O)N1CCC2CC1c1cc(Cl)ccc12 (configuration not stated)
  1 | 2
Cc1cccc(C)c1NC(=O)CNC(=O)c1ccc(N2CCCC2)c([N+](=O)[O-])c1
  2 | 27
O=C(O)Cc1cc(=O)[nH]n(-c2ccccc2)c1=O
  2 | 7

Compounds from the list above with a tert-butyl group, in the order listed:
Second line of a record – SENP1 inh | SENP8 block
CC(C)(C)NC(=O)C(c1ccc(C(F)(F)F)cc1)n1c(=O)c(-c2ccccc2)nc2ccccc21 (configuration not stated)
  -2 | -445
C[C@H](NC(=O)C1CCN(C(=O)[C@@H]2CCCN2C(=O)OC(C)(C)C)CC1)C(=O)NCc1ccc(F)cc1
  4 | 12

Other results follow:
Second line of a record – SENP1 inh | SENP8 block
COc1cccc(-c2cc(NC(C)=O)c3ncc(-c4cccc(C(C)=O)c4)n3c2)c1
  0 | -23
C[C@@H]1CCCCO[C@H](CN(C)C(=O)Cc2ccccc2)[C@H](C)CN([C@@H](C)CO)C(=O)c2cc(NC(=O)Nc3ccc(F)cc3)ccc2O1
  1 | -4
COc1ccc(C(=O)NCCN2CCC(n3c(=O)[nH]c4ccccc43)CC2)cc1F
  0 | 25
CC1(C(=O)Nc2ccc3c(c2)OCCO3)CSCC(=O)N1CCc1ccccc1F (configuration not stated)
  0 | 8
Clc1cccc(-c2nc3c4ccccc4ccn3c2Cc2ccccc2)c1
  -6 | -222
O=C(Nc1ccccn1)C1CCN(C(=O)c2ccc(Cl)cc2)CC1
  1 | 31
CCOC(=O)Nc1cccc2c1-c1ccc([N+](=O)[O-])cc1C2=O
  12 | -34
CC(NC(=O)c1ccc2nc(Cc3cccc(Cl)c3)oc2c1)c1ccncn1 (configuration not stated)
  4 | 15
CCc1cc(-c2cnnn2CCc2c[nH]c3ccccc23)ccc1-c1cn(CC(C)C)nn1
  1 | -21
CC(C)NC(=O)c1cc(C2CCCCN2S(=O)(=O)c2ccc(F)cc2F)on1 (configuration not stated)
  1 | 6
CCOC(=O)[C@]12CCC=C1N(Cc1ccco1)C(=O)[C@H](CC(=O)N1CCC(c3ccccc3)CC1)C2
  -5 | 6
O=C(COc1ccccc1/C=C\c1nc(O)c([N+](=O)[O-])c(=O)[nH]1)Nc1ccccc1
  1 | 37
COC(=O)C[C@@H]1CC[C@@H](NS(=O)(=O)c2ccccc2OC)[C@@H](CO)O1
  1 | 20
C[C@@H]1CN([C@@H](C)CO)C(=O)CCCn2nncc2CO[C@@H]1CN(C)C(=O)c1ccc(N2CCN(C)CC2)cc1
  3 | 5
O=C(Nc1nncs1)C12CC3CC(CC(Cl)(C3)C1)C2
  1 | 14
COc1ccc(C(c2nnnn2C(C)(C)C)N2CCN(c3nc4ccccc4s3)CC2)cc1 (configuration not stated)
  3 | 1
COc1cc(-c2nnc(COC(=O)c3ccc([N+](=O)[O-])o3)o2)cc(OC)c1OC
  0 | -26
CCOC(=O)c1ccc(NC(=O)c2ncn3c2C(=O)NC[C@H]3C)cc1
  2 | -2
